Screens from PubChem BioAssay.
OX1R antagonist: antagonists of human orexin 1 receptor; O43613; CHO/OX1R cells, Fluo-8 calcium fluorescence, orexin A; inhibition, % at 5 µM; hit rate 0.43% among 330,000; AID 434989;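 active means inhibition above its plate's threshold, mean inhibition of all tested compounds on the plate plus 3 SD, cut at about 37% in these data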;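 further: 0% = orexin A challenge wells and 100% = SB-334867-A antagonist wells; not every result past the cut was called active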
Target sequence (O43613 whole entry, looked up): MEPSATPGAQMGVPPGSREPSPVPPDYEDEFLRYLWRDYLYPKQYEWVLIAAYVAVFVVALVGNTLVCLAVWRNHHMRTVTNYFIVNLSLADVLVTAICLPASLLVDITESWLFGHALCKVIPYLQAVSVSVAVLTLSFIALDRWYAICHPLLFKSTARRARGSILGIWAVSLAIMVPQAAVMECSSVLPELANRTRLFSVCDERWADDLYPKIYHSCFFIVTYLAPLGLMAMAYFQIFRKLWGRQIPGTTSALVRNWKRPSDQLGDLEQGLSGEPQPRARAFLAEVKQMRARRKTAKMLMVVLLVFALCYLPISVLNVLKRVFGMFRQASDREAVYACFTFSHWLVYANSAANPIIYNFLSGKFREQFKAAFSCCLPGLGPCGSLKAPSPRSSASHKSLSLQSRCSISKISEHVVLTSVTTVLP
CHT PAM: human CHT allosteric activation. Q9GZV3. hit rate 0.49% among 310,000. B-score at 10 µM. CHT-expressing cells, membrane potential dye, choline EC20; active compounds read high; LV-AA mutant CHT in HEK293 cells;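 active means initial fluorescence not abnormally high and integrated response B-score, plate-corrected, over 3 SD above library mean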
Target sequence (Q9GZV3 whole entry, looked up): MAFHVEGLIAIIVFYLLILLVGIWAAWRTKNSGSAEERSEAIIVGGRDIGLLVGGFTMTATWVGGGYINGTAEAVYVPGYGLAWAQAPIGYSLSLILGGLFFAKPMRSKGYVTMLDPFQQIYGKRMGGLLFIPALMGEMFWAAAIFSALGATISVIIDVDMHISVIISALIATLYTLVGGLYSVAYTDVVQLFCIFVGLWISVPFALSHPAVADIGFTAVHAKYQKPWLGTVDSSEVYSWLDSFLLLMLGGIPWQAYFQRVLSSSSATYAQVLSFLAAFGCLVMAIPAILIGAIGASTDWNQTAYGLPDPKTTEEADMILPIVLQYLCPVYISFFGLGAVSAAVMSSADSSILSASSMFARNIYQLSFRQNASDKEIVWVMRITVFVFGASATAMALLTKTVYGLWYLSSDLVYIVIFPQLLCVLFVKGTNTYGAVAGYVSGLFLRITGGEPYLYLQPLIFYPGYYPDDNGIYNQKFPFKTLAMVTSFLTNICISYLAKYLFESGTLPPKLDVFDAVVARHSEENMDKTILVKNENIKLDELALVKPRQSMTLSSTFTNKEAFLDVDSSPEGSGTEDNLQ
Starred values were filed as active, the others as inactive; i = inactive; / = no result given.

SMILES	OX1R antagonist	CHT PAM
O=C(C1=NN[C@@H]2C(=O)N(c3cccc(C(F)(F)F)c3)C(=O)[C@H]12)c1ccc2ccccc2n1	-26	i
CCCC[n+]1c(-c2ccc(Cl)cc2Cl)csc1Nc1ccccc1	-23	i
COc1ccc(-c2nc(N)nc(C(F)(F)F)c2-c2csc(C)n2)c(O)c1	-13	i
CCn1c(NC(C)=O)c(-c2ccccc2Cl)c(=O)c2ccccc21	-7	i
O=C(Nc1ccc(F)cc1)N1CCN(C/C=C/c2ccccc2)CC1	-9	i
CCN(CC)P(=O)(C(NC(=O)OC)C(F)(F)C(F)(F)C(F)(F)C(F)F)N(CC)CC (centres undefined)	-9	i
CC(C)COC(=O)/C(C#N)=C/c1cn(Cc2ccccc2)c2ccccc12	4	i
COc1cccc(-c2nc(CS(=O)CC(=O)NCCc3ccccc3)c(C)o2)c1 (centres undefined)	-18	i
CCOC(=O)N1CCN(C(=O)c2ccc(SC)cc2OC)CC1	-23	i
COc1ccc(OC)c(C(=O)CSc2nnc(-c3cccs3)n2C)c1	-20	i
CCC(CC)C(=O)NN(C(=O)c1ccncc1)C1CC(=O)N(c2ccccc2)C1=O (centres undefined)	-12	i
CCOc1ccc(OCc2ccc(C(=O)NN)o2)cc1	-31	i
CCOc1cccc(-c2nc3cc(C)ccc3o2)c1	-3	i
CCN1CCN(CC(=O)c2ccc(OC)cc2)CC1	-18	i
COc1ccc2[nH]cc(CCn3ccc(O)c(C/C=C/c4ccccc4)c3=O)c2c1	-31	i
C/C(N)=C(/C#N)C(=O)COC(=O)c1cccc(O)c1	-16	i
Cc1cccc(NC(=O)/C=C/c2ccc([N+](=O)[O-])s2)c1	3	i
CCN(C(=O)COC(=O)/C(C#N)=C/c1ccc(OC)cc1)C1CCS(=O)(=O)C1 (centres undefined)	0	i
CCOC(=O)c1nnn(-c2nonc2N)c1COc1c(C=O)cccc1OC	-6	i
O=S(=O)(Nc1ccc(-c2csc(-c3ccccc3)n2)cc1)c1ccc(F)cc1	-19	i
CN(C)S(=O)(=O)c1cccc(C(=O)c2nccn2C)c1	-3	i
S=c1[nH]nc(COc2ccccc2)n1/N=C/C=C/c1ccccc1	-16	i
COc1cccc(NC(=O)N[C@@H](Cc2ccccc2)C(=O)O)c1	-2	i
O=C(NCCN1CCOCC1)c1ccc2c(c1)N(Cc1ccccc1F)C(=O)c1ccccc1S2(=O)=O	-19	i
CCCCNC(=S)N=Nc1c(O)[nH]c2ccccc12	-41	i

Shown with each value named: entries from further up.
COc1cccc(-c2nc(CS(=O)CC(=O)NCCc3ccccc3)c(C)o2)c1 (centres undefined)
  OX1R antagonist: -18
  CHT PAM: i

Cc1cccc(NC(=O)/C=C/c2ccc([N+](=O)[O-])s2)c1
  OX1R antagonist: 3
  CHT PAM: i

(more compounds)
SMILES	OX1R antagonist	CHT PAM
CCc1nn(C(C)C(=O)N2CCN(c3ccccc3)CC2)c(=O)c2cc3occc3n12 (centres undefined)	-21	i
Cc1cc(C)c2c(n1)SCC(=O)N2CC(=O)Nc1cc(F)ccc1F	-31	i
CCN(CC)C(=O)c1sc(NC(=O)Cc2cccs2)c(C#N)c1C	-23	i
CC(C)(C)OC(=O)N[C@@H](CCCCNC(=O)OCc1ccccc1)c1nnc([C@H](CCCCNC(=O)OCc2ccccc2)NC(=O)OC(C)(C)C)o1	30	i
CCOC(=O)c1sc(N=NC2=C(O)CC(C)(C)CC2=O)c(C(=O)OCC)c1C	1	i
Cc1nc2ccccc2c(N)c1C(=O)/C=C/c1ccccc1	-15	i
CCN(CC)Cc1c(CC(C)C)oc(C)c1C(=O)O	2	i
O=C(C[C@@H]1C/C=C\C[C@H](Cc2ccc(F)cc2)C(=O)OC[C@H]2CCCN2C1=O)NCCO	-16	/
CC(=NCc1ccco1)c1c(C(F)(F)F)[nH]n(-c2nc3ccccc3s2)c1=O	5	i
COc1ccc(NC(=O)N2CCCC2C(=O)NCc2cccs2)cc1 (centres undefined)	-4	i
O=C(NCc1ccccc1F)C1CCCN1C(=O)NC1CCCCC1 (centres undefined)	-24	i
CCOC(=O)N1CCN(C(=O)CCN2C(=O)/C(=C\c3ccccc3OC)SC2=S)CC1	-18	i
CCOC(=O)CSc1nc(C)cc(Oc2ccc(=O)n(C)n2)n1	-4	i
O=C(CSc1nccc(=O)[nH]1)Nc1ccc(Oc2ccccc2)cc1	3	i
Cc1ccc(S(=O)(=O)N(Cc2ccc(C(F)(F)F)cc2)C(=O)N2CCN(C)CC2)cc1	-11	i
CC1=CC(c2ccccc2)n2nc(N3C(=O)C4CC=CCC4C3=O)nc2N1 (centres undefined)	-21	i
O=C(c1ccc(F)c(F)c1)N1CCCc2ccccc21	3	i
NS(=O)(=O)c1ccc(CCNC(=O)c2nc(CS(=O)(=O)c3ccc(Cl)cc3)no2)cc1	10	i
CCc1sc(NC(=O)c2cc3ccccc3oc2=O)nc1-c1cccs1	26	i
Cc1cc(NC(=O)CCC(=O)N(c2ccccc2)C2(C(=O)NC3CCCCC3)CCCC2)no1	-28	i
CC(=O)Nc1ccc(OCC=C(Cl)Cl)cc1	-1	i
O/N=C/c1cn(-c2ccc(Cl)cc2)nn1	-22	i
Cc1ccc(NS(=O)(=O)c2ccc(NC(=O)c3ccccc3C(=O)O)cc2)c(C)c1	-4	i
O=c1c2ccccc2nc(-c2ccco2)n1Cc1ccccc1	-18	i
CCOCc1c(C(=O)Nc2ccc3nc(N4CCOCC4)sc3c2)oc2ccccc12	-30	/
Remaining list, next part
SMILES	OX1R antagonist	CHT PAM
O=C1C2C(C(=O)N1/N=C/c1cc(Br)cc([N+](=O)[O-])c1O)C1C=CC2C12CC2 (centres undefined)	-11	i
Cc1cc(C(=O)NC2CC(C)(C)Cc3c2cnn3-c2ccc(F)cc2)no1 (centres undefined)	-34	i
CCOC(=O)C1CCN(c2c(NCCCN(CC)c3ccccc3)c(=O)c2=O)CC1	-13	i
O=C(CNC(=O)c1ccccc1F)NNC(=O)c1ccccc1O	-1	i
Cc1cccc(NCc2ccccc2O)c1	-21	i
CCOc1ccccc1NC(=O)CSc1ccc(-c2ccco2)nn1	-26	i
Cc1ccc2nc3c(cc2c1)c(NC(=O)c1ccco1)nn3CC(C)C	-27	i
COc1cc(C2C(C(C)=O)=C(C)Nc3ncnn32)ccc1O (centres undefined)	-2	i
COc1cccc(NC(=O)CCC(=O)N2CC(C)Oc3ccc(C)cc32)c1 (centres undefined)	-9	i
O=C(OCn1nnc2ccccc2c1=O)c1ccc(S(=O)(=O)N2CCOCC2)cc1	-24	i
CCN(CC)c1ccc(NC(=O)c2cccc(F)c2)c(C)c1	0	i
O=C(NCc1ccc2c(c1)OCO2)c1cccc(F)c1	-16	i
Cc1ccc(NC(=O)c2cccc(S(C)(=O)=O)c2)cc1	-12	i
C=CCN1C(=O)C2(OCCO2)c2cc(C)ccc21	-26	i
CN(C)c1ccc(C2OC(=O)C3(CCCC3)C(=O)C2(C)C)cc1 (centres undefined)	-11	i
CCN(CC)C(=O)CN(C#N)c1nc(OC)nc(N(C)C)n1	-1	i
COc1cc2[nH]c(=O)n(CCC(=O)N3CCc4ccccc4C3)c(=O)c2cc1OC	-29	i
O=C(COc1ccc(F)cc1)N(Cc1ccc(Cl)cc1)C1CCS(=O)(=O)C1 (centres undefined)	-11	i
Cn1c(COc2ccccc2)nnc1SCc1cc(=O)[nH]c2ccccc12	-11	i
C/C(=N\NC(=O)c1ccc(=O)[nH]n1)c1cccnc1	-11	i
COc1ccc(C(=O)CCNc2ccc(F)cc2)cc1	4	i
COCCCNC(=O)c1ccc(Cn2c(=O)c3ccccc3n(CC(=O)NCCc3ccc(OC)c(OC)c3)c2=O)cc1	-8	i
COc1ccc(OC)c(C(=O)c2coc3ccc(O)c(CN4CCOCC4)c23)c1	-13	i
COC(=O)CN1C(=O)[C@H]2[C@@H](c3ccc(C)o3)N3C(=O)CN(CC4CC4)C(=O)[C@@]3(Cc3ccccc3)[C@H]2C1=O	-13	i
C/C(=N\NC(N)=S)c1cccnc1	5	i
(continued)
SMILES	OX1R antagonist	CHT PAM
CCOC(=O)c1sc(N(C)C(C)=O)nc1C	-6	i
CCOc1cc2c(cc1C(C)(C)C)NC(=O)CS2	-28	i
Cc1cccc(-n2ncc3c2CCCC3NC(=O)CN2CCOC2=O)c1C (centres undefined)	-8	i
N#Cc1c(-c2ccc(Cl)cc2Cl)nc2n(c1=O)CCS2	-8	i
C=CCOc1c2ccc(C(=O)NCc3ccc(OC)cc3)cc2nn1C	-15	i
COCCNC(=O)CN1C(=O)NC2(CCCCCC2)C1=O	-6	i
Cc1cc(C=O)c(C)n1-c1cc(C(=O)O)cc(C(=O)O)c1	-5	i
CCCC(=O)NC(Nc1ccc(S(=O)(=O)Nc2cc(C)on2)cc1)(C(=O)OCC)C(F)(F)F (centres undefined)	-15	i
Cc1ccc(CONC(=O)c2ccccc2)cc1	-20	i
CCOC(=O)c1ccc(NC(=S)NCCCN2CCN(C3CCCCC3)CC2)cc1	-42	i
Cc1cc(C)nc(NC(=O)c2ccc(Br)s2)n1	-14	i
Cc1ccc(CNC(=O)C2CCCN(S(=O)(=O)c3cnc[nH]3)C2)cc1 (centres undefined)	3	i
Cc1ccc2c(c1)NC(=O)C(CC(=O)NCCCN1CCN(c3cc(Cl)ccc3C)CC1)O2 (centres undefined)	-40	i
COC(=O)Cc1[nH]n(-c2nc3ccccc3s2)c(=O)c1C(C)=Nc1ccc(Cl)cc1	-24	i
COc1ccccc1NC(=S)NCC1CCCCC1	-7	i
O=C(Nc1ccc(S(=O)(=O)N2CCc3ccccc3C2)cc1)c1ccccc1	6	i
COc1ccc(Nc2nc(N)nc(CSC(=S)N3CCN(c4ccccc4)CC3)n2)cc1	-22	i
CCCCC1S/C(=N/N=C/c2ccc(OC)cc2)N(Cc2ccc(OC)cc2)C1=O (centres undefined)	-21	i
O=C1CNC(=O)/C(=C/c2ccco2)N1	-6	i
C=CCNC(=S)NNC(=O)CC12CC3CC(CC(C3)C1)C2	-1	i
COc1ccc(F)cc1C(=O)C1CCCN(C(=O)c2ccc(C(C)=O)s2)C1 (centres undefined)	-8	i
Cc1c(NC(=O)C(C)OC(=O)COc2ccccc2)c(=O)n(-c2ccccc2)n1C (centres undefined)	-35	i
Cc1ccc2c(Cl)cc(Cl)c(OCC(=O)N(C(C)C)C(C)C)c2n1	-31	i
O=C1c2ccccc2C(=O)N1n1c(=O)[nH]c2ccccc2c1=O	-5	i
N#CCC(=O)Nc1ccc(C(=O)NNC(=S)NC2CCCCC2)cc1	4	/

Entries of single compounds, quoted from the list. Values in the order: OX1R antagonist | CHT PAM
`N#CCC(=O)Nc1ccc(C(=O)NNC(=S)NC2CCCCC2)cc1` is listed as 4 | /
`O=C(Nc1ccc(F)cc1)N1CCN(C/C=C/c2ccccc2)CC1` is listed as -9 | i
`Cc1cc(NC(=O)CCC(=O)N(c2ccccc2)C2(C(=O)NC3CCCCC3)CCCC2)no1` is listed as -28 | i
`O=C(CNC(=O)c1ccccc1F)NNC(=O)c1ccccc1O` is listed as -1 | i
`CCC(CC)C(=O)NN(C(=O)c1ccncc1)C1CC(=O)N(c2ccccc2)C1=O` (centres undefined) is listed as -12 | i

Going on with the list:
SMILES	OX1R antagonist	CHT PAM
O=C(O)c1cccc(C(=O)Nc2cccc(NC(=O)C3CCCO3)c2)c1 (centres undefined)	-6	i
CCCNC(=O)c1nc2ncc(Br)cn2n1	-14	i
CCC(COC(=O)c1ccccc1)Oc1cc(NCc2ccccc2)c2ncn(C(C)C)c2c1 (centres undefined)	19	/
Cn1ccc(=Nc2ccc(NC(=O)c3ccc(N=c4ccn(C)c5ccc([N+](=O)[O-])cc45)cc3)cc2)cc1	10	i
CC(CN1CCOCC1)OC(=O)c1ccc(Cl)cc1Cl (centres undefined)	-19	i
COc1ccc(NS(=O)(=O)c2cc(N=Nc3c(O)[nH]c(=O)[nH]c3=O)ccc2Cl)cc1	-11	/
CC(=O)Nc1nc(-c2ccc3c(c2)CCN3C(=O)C2CC2)c(C)s1	-11	i
C=CCn1c(SCC(=O)NCc2ccco2)nc2ccccc2c1=O	-20	i
O=C(CCNC(=O)c1ccccc1)Nc1nc2ccccc2s1	-8	/
O=C(OCC(=O)N1CCN(C(=O)c2ccco2)CC1)c1ccccc1OCc1ccccc1	-30	i
CCOc1ccc(NC(=O)CN(C)S(=O)(=O)c2ccc(-c3ccc(=O)[nH]n3)s2)cc1	-23	i
CCc1ccc(/C=C2\Oc3ccc(C(=O)OC)cc3C2=O)cc1	-14	i
CCCCOCCCNS(=O)(=O)c1ccccc1	-10	i
Cc1ccccc1C(=O)N1CCC(C(=O)NN2C(=O)NC3(CCC(C)CC3)C2=O)CC1 (centres undefined)	-4	/
Cc1[nH]c2ccccc2c1/C=N/NC(=O)c1ccc(N)cc1	-11	i
CCOC(=O)N1CCN(C(=O)c2ccc(OCC)cc2)CC1	-5	i
Cc1c(C)c2c(OCC(=O)NCc3cccnc3)cc3c(c2oc1=O)CCC(C)(C)O3	-25	i
CCOC(=O)Nc1sc2c(c1C#N)CCCC2	-8	i

Shown with two lines to a compound: entries from further up.
Each structure is followed by: OX1R antagonist | CHT PAM
- COc1ccc(NS(=O)(=O)c2cc(N=Nc3c(O)[nH]c(=O)[nH]c3=O)ccc2Cl)cc1
→ -11 | /
- CC(=O)Nc1nc(-c2ccc3c(c2)CCN3C(=O)C2CC2)c(C)s1
→ -11 | i
- C=CCn1c(SCC(=O)NCc2ccco2)nc2ccccc2c1=O
→ -20 | i

Random excerpt: six compounds from above.
SMILES	OX1R antagonist	CHT PAM
COc1ccccc1NC(=S)NCC1CCCCC1	-7	i
COc1cc2[nH]c(=O)n(CCC(=O)N3CCc4ccccc4C3)c(=O)c2cc1OC	-29	i
C=CCOc1c2ccc(C(=O)NCc3ccc(OC)cc3)cc2nn1C	-15	i
CC1=CC(c2ccccc2)n2nc(N3C(=O)C4CC=CCC4C3=O)nc2N1 (centres undefined)	-21	i
O=C(NCc1ccc2c(c1)OCO2)c1cccc(F)c1	-16	i
COCCNC(=O)CN1C(=O)NC2(CCCCCC2)C1=O	-6	i

No enrichment for hits; 0.8% or so of the library scored in one or more.
